Screening data from PubChem BioAssay.
ATXN2 expr inh: inhibitors of ATXN2 expression; 360,000 tested, 0.72% active; Potency, µM (titrated, usually from 57 µM), for the others: top-dose activity change, negative = inhibition, most hits filed as inhibitors; HEK-293 ATXN2-luciferase reporter, luminescence, 24 h; further: potency means the concentration at half of the fitted maximal effect; on the % scale 0 is the no-effect control and ±100 the full control effect; nearly all actives have a fitted effect of over 55% in size
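qHTS (up to 57 uM final) was run with 24 h compound exposure of reporter cells at 37 °C. Each well was multiplexed: SteadyGlo luminescence measured ATXN2-luciferase expression after a fluorogenic Gly-Phe-AFC viability readout (25 uM final).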
A549 viability: A549 cytotoxicity, counter-screen for Nrf2 inhibitors; 390,000 tested, 0.16% active; A549 ARE-Fluc cells, CellTiter-Fluor viability, 18-24 h; Potency, µM (titrated, usually from 46 µM), for inactives: top-dose activity change, negative = cytotoxicity, usual class: inhibitors; further: potency means the concentration at half of the fitted maximal effect; on the % scale 0 is the no-effect control and ±100 the full control effect
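Cytotoxicity counterscreen: CellTiter-Fluor fluorescence was measured in A549 ARE_Fluc cells after 18-24 h of compound exposure in a concentration series. The subsequent BugLite luminescent read reports ARE-luciferase activity.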
ATXN viability: reduces viability in counter-screen for ATXN expression inhibitors; S2 cells (HEK-293 line with an ATXN2-luciferase reporter) viability, CellTiter-Fluor protease fluorescence, 24 h; Potency, µM (top dose mostly 56.7 µM), most hits filed as cytotoxic; 400,000 tested, 0.49% active; AID 651635; further: potency means the concentration at half of the fitted maximal effect; nearly all actives have a fitted effect of over 40% in size
IL-1B inflam inh: inflammasome signaling inhibition, IL-1 beta readout. THP-1 LPS/ATP IL-1B secretion, AlphaLISA, 16 h; hits give low values. activity change, % at 57.5 µM. 360,000 tested, 4.7% active. AID 743279; in the data active means activity change below about -50%; inconclusive means mostly about -30% to -49%; further: on the % scale 0 is the no-effect control and ±100 the full control effect
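Secreted IL-1B measured by AlphaLISA bead assay after 16 h compound exposure of THP-1 cells; compounds (final up to 57.5 uM) added 1 h before LPS (250 ng/mL) and ATP (1.25 mM) stimulation; lower signal means less secretion.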
Nrf2 activator: activators of Nrf2 (ARE) signaling; AREc32 ARE-luciferase reporter (MCF7-derived line), luminescence, 24 h; Potency, µM (top dose mostly 46.1 µM), inactives show at the highest dose activation, hits mostly activators; 410,000 tested, 0.31% active; further: potency means the concentration at half of the fitted maximal effect; % of control where 0% means no effect; nearly all actives have a fitted effect of over 65% in size
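For detection, Steady-Glo was added and plates sat 30 min at RT; before that, AREc32_Fluc cells grown overnight in OPTI-MEM/5% FBS had been treated with 23 nL compound for 24 hr at 37 deg C.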
Nrf2 block: Nrf2 pathway inhibition. A549 ARE-Fluc reporter, luciferase luminescence, 18-24 h. Potency, µM (top dose mostly 46 µM), for inactives: at the highest dose activity change, negative = inhibition, hits mostly inhibitors. 360,000 tested, 2.1% active; further: potency means the concentration at half of the fitted maximal effect; on the % scale 0 is the no-effect control and ±100 the full control effect; nearly all actives have a fitted effect of over 60% in size
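Reporter: ARE-Fluc in A549. Exposure: 18-24 h, 37 °C, 5% CO2, 5% FBS OPTI-MEM. Readouts: fluorescent cytotoxicity (CellTiter-Fluor), then luminescent Nrf2 signal after BugLite.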
TGFb inhibitor: TGF-b pathway inhibition | HepG2 CAGA-GFP TGF-b/SMAD3 reporter, GFP fluorescence, 18 h; TGF-beta stimulated, 500 pg/mL final | Potency, µM (doses to about 46.1 µM), for the others: at the top dose activity, negative = inhibition, most hits filed as inhibitors | 410,000 tested, 1.2% active; further: potency means the concentration at half of the fitted maximal effect; on the % scale 0 is the no-effect control and ±100 the full control effect; nearly all actives have a fitted effect of over 65% in size
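Inhibition was scored as loss of TGF-beta-induced (500 pg/mL final, 18 hours, 37 degrees C) GFP in HEPG2 cells carrying a CAGA-GFP reporter, in DMEM with 1% FBS. Well GFP was summed per cell; Activity was normalised to unstimulated and stimulated DMSO wells, then concentration-response fitting.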
MCF10A rerep: induces DNA re-replication in MCF 10a normal breast cells. MCF 10A DNA re-replication, Hoechst nuclear intensity, 48 h. Potency, µM (series often up to 46.1 µM), for the others: at the highest dose activity, positive = re-replication, hits mostly activators. 350,000 tested, 2.9% active; further: potency means the concentration at half of the fitted maximal effect; % of control where 0% means no effect; nearly all actives have a fitted effect of over 50% in size
HepG2 tox: kills HepG2 cells in TGF-b inhibitor counter-screen; Potency, µM (series often up to 46.1 µM), without a hit: at the top dose activity change, negative = cytotoxicity, usual class: cytotoxic; HepG2 CAGA-GFP viability, ATP luminescence, 18 h; AID 588856; 410,000 tested, 0.76% active; further: potency means the concentration at half of the fitted maximal effect; some results filed as inactive show a strong effect at the top dose
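CellTiter-Glo luminescence gave cytotoxicity after 18 hours at 37 degrees C. The cells were HepG2 CAGA-GFP in 1% FBS DMEM, stimulated with 500 pg/mL TGF-beta after compound addition. %Activity was normalised to no-cell wells (complete cell-killing) and DMSO (no toxicity), and curves were fitted and classified.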
Starred values were filed as active, the others as inactive; i = inactive; ? = inconclusive; . = not tested or not shown; & = joins results of further samples; [ ] = dose if it differs, or a comment. Unless noted, the call rests on the fitted dose curve; in most records, active means well fitted curve in the direction sought with a large enough effect; inconclusive means small, poorly fitted or top-dose-only effect, or another doubt; inactive means no such curve, though single readings can be large; an effect the other way counts as inactive or inconclusive. Outcome played no part in choosing rows (roughly 8.8% active in at least one column).

SMILES	ATXN2 expr inh	A549 viability	ATXN viability	IL-1B inflam inh	Nrf2 activator	Nrf2 block	TGFb inhibitor	MCF10A rerep	HepG2 tox
CCCCN1C(=O)C(CC(=O)NCCCCc2ccccc2)CC(C(=O)N(C(C)C)C(C)C)=C1C (stereo not given)	-35%	.	?	-1	0.4%	.	?	.	-44%
Cn1cccc1CC(=O)NNC(=O)Nc1ccc(F)cc1	.	-10%	i	-12	-0.6%	-5%	2%	-14%	-6%
Cc1noc(/C=C/N(C)C)c1S(=O)(=O)N1CCCC(C(=O)Nc2cccc(F)c2)C1 (stereo not given)	4%	0%	i	.	0.3%	16%	0%	.	-12%
Cc1cccc(C(=O)N2CCN(C(=O)c3cccc(C)c3)C(C)C2)c1 (stereo not given)	-11%	-7%	i	-17	0.4%	2%	0%	-4%	-4%
CCC(C)(C)n1nnnc1C(c1ccccc1)N1CCN(Cc2ccccc2)CC1 (stereo not given)	-3%	0%	i	-6	-0.4%	-6%	4%	0%	-3%
CCC(=O)N(c1nnc(SCC(=O)Nc2ccc(N3CCOCC3)cc2)s1)C1CC1	5%	-6%	i	3	0.1%	6%	-22%	2%	-3%
COc1ccccc1C(=O)N(Cc1ccco1)C1CCS(=O)(=O)C1 (stereo not given)	-2%	-9%	i	-2	-0.1%	-3%	24%	8%	1%
O=C(COc1ccc(Cl)cc1Cl)NC1CC1	.	.	?	-1	4.0%	.	-3%	.	0%
COc1ccc(S(=O)(=O)N2CCC(C(=O)Nc3c(F)cccc3F)CC2)cc1	-25%	-11%	i	-11	-0.9%	1%	-9%	12%	-9%
CC1(C(=O)N2Cc3ccccc3C2)CCN1C(=O)C1(c2ccccc2)CC1 (stereo not given)	-2%	.	i	18	0.1%	.	-18%	.	-7%
COc1ccccc1CNC(=O)/C=C/c1cc2c(cc1Br)OCO2	-4%	11%	i	-27	-0.5%	.	4%	10%	-5%
Cc1ccc(N2CCN(/N=C/c3ccccc3)CC2)cc1	1%	-6%	i	-22	0.3%	-22%	-5%	2%	0%
O=C(C1=C(O)C(=O)N(CC2CCCO2)C1c1ccccc1)c1ccco1 (stereo not given)	-10%	-1%	i	4	0.1%	0%	-10%	-1%	5%
CC(C)(C)c1ccc(C(=O)NC(=S)NCc2cccnc2)cc1	16%	9%	i	4	1.2%[9.22 µM]	?	-7%	6%	-13%
O=C(NCCO)c1ccc2c(c1)S(=O)(=O)c1ccccc1C2=O	4%	6%	i	-4	3.9%	9%	?	-13%	-16%
CCn1nnc2cc(C(=O)NCC(c3ccccc3OC)N(C)C)ccc21 (stereo not given)	-4%	4%	i	26	9.6%	?	9%	0%	-2%
COc1ccc(OC)c(S(=O)(=O)N2CCCC(N3CCN(c4ccccc4)CC3)C2)c1 (stereo not given)	-14%	-7%	i	32	-0.1%	?	1%	4%	4%
O=C(COC(=O)c1cc(=O)[nH]c2ccccc12)Nc1nc(-c2ccc(F)cc2)cs1	4%	9%	i	-3	0.1%	6%	-1%	4%	-18%
COc1ccc(OC)c(-c2cc(C(=O)Nc3ccccc3C(N)=O)c3ccccc3n2)c1	.	-13%	?	-10	-1.0%	?	50%[activator]	22%	2%
Cc1ccc(C)c(S(=O)(=O)Nc2ccc(C(=O)NCCc3ccccn3)cc2)c1	9%	1%	i	5	-0.7%	0%	-8%	4%	5%
CC(=O)O/N=C/c1c(Cl)n(C)c2ccccc12	-18%	-1%	i	10	-0.6%	-1%	8%	11%	12%
Cc1cc(Br)ccc1OCc1nnc(-c2ccccc2)o1	.	7%	i	-16	9.0%	30%	1%	?	-10%
COc1ccc(NC(=S)N2CCC(NC(=O)C3CCCCC3)CC2)cc1	0%	5%	i	-1	-0.8%	27%	-20%	5%	11%
COc1cccc(C(=O)/C=C/Nc2cccc(O)c2)c1	-23%	-11%	i	4	1.9%	-1%	-4%	?	-35%
CN1C(=O)Cc2cc(S(=O)(=O)CCC(=O)N3CCN(c4cccc(Cl)c4)CC3)ccc21	-21%	-1%	i	.	2.2%	-5%	?	.	-2%
COc1cccc(CCNC(=O)CC2C(=O)NCCN2Cc2ccc(Cl)c(F)c2)c1 (stereo not given)	5%	0%	i	-22	3.2%	-3%	-16%	2%	-18%
Cn1c2ccccc2c2cc(C(=O)N3CCOCC3)sc21	34%[activator]	1%	i	-17	0.3%	0%	-5%	1%	-25%
CCCCc1nnc(NC(=O)CSc2nc(=O)cc(N)n2-c2ccccc2)s1	15%	-1%	i	36	-0.7%	.	-1%	-6%	-3%
O=C(CSc1nncn1-c1ccccc1)Nc1c(F)cccc1F	-7%	-2%	i	-21	-0.2%	6%	-2%	0%	-6%
Cc1cc(C)c(-c2csc(-c3cc4ccccc4oc3=O)n2)cc1C	9%	5%	i	.	20%	7%	-1%	.	-2%
Cc1cc(NC(=O)CCN2C(=O)C3C4C=CC(C4)C3C2=O)ccc1Br (stereo not given)	-13%	0%	i	-16	0.1%	-16%	1%	5%	-15%
CSCC[C@H](NC(=O)OC(C)(C)C)C(=O)N1CCC(C(=O)N[C@H](C(=O)O)C(C)C)CC1	3%	4%	i	15	0.5%	4%	7%	1%	-15%
OCCSc1nnc(Nc2ccccc2)s1	29%	-4%	i	5	0.5%	?	0%	2%	-2%
CN1CCN(CCCC(=O)c2ccc(C3CCCC3)cc2)CC1	-24%	-4%	i	?	15%	-1%	?	?	-44%
O=C(NC1CCCCC1)c1ccc2c(c1)sc1nc(-c3ccccc3)cn12	.	3%	.	.	0.6%	4%	-29%	.	-39%
O=C(Nc1ccc(F)c(Cl)c1)C1Cc2c(-c3ccc4c(c3)OCO4)ccnc2O1 (stereo not given)	?	.	?	?	0.8%	.	?	.	-17%
CCOC(=O)/C=C1/SCC(=O)N1CC(=O)Nc1ccc2c(c1)CCC2	0%	2%	i	19	0.4%	3%	39%[activator]	0%	1%
COc1cc(NS(=O)(=O)c2ccc(NC(=O)Cc3ccccc3)cc2)nc(OC)n1	3%	2%	i	24	0.0%	3%	-5%	-6%	3%
CCOC(=O)CC1=CSC2=NS(=O)(=O)CCN12	1%	-1%	i	-10	-0.3%	15%	-4%	-3%	10%
CCN1CCN(C(c2ccccn2)c2c(NC(=O)c3ccccc3)sc(C)c2C)CC1 (stereo not given)	-22%	-9%	i	?	7.1%	-10%	3%	?	-23%
Cc1ccc(C)c(C(=O)COC(=O)c2n[nH]c3ccccc23)c1	81%[activator]	-8%	i	12	3.8%	5%	?	?	-30%
c1ccc2c(Nc3ccc(N4CCOCC4)cc3)nc(N3CCOCC3)nc2c1	-8%	?	.	-70*	4.6%	?	-9%	?	-25%
CCc1ccc(NC(=O)CSc2nc3nc(C)cc(C)n3n2)cc1	-22%&-20%	10%&-4%	i	70	2.4%&-0.6%	?	-5%&7%	12%	-8%&-28%
COC(=O)NCC(c1ccco1)N1CCN(c2ccc(F)cc2)CC1 (stereo not given)	-21%	7%	i	-2	-0.4%	2%	0%	8%	28%
Cc1ccc2nc(SCC(=O)N3CCCC3)[nH]c2c1	-17%	-17%[1.84 µM]	i	-7	-0.6%	?	-13%	2%	-12%

Whole records, quoted from the list. Order of values: ATXN2 expr inh | A549 viability | ATXN viability | IL-1B inflam inh | Nrf2 activator | Nrf2 block | TGFb inhibitor | MCF10A rerep | HepG2 tox
Entry for CCN1CCN(C(c2ccccn2)c2c(NC(=O)c3ccccc3)sc(C)c2C)CC1 (stereo not given) : -22% | -9% | i | ? | 7.1% | -10% | 3% | ? | -23%
Entry for COc1cccc(CCNC(=O)CC2C(=O)NCCN2Cc2ccc(Cl)c(F)c2)c1 (stereo not given) : 5% | 0% | i | -22 | 3.2% | -3% | -16% | 2% | -18%

Next structures:
SMILES	ATXN2 expr inh	A549 viability	ATXN viability	IL-1B inflam inh	Nrf2 activator	Nrf2 block	TGFb inhibitor	MCF10A rerep	HepG2 tox
CCCCNc1cc(N2CCN(C3CCCCC3)CC2)c2noc3c2c1C(=O)c1ccccc1-3	.	2%	.	.	-1.1%	5%	-5%	.	-30%
COc1cccc(OCCCCCN2CCOCC2)c1	8%	-2%	i	5	0.4%	.	-9%	1%	15%
Cc1ccc(C(=O)NNC(=O)c2ccc3c(c2)OCCO3)cc1	35%[activator]	6%	i	?	0.2%	?	11%	9%	-1%
Cc1c(NC(=S)NC(=O)c2ccc(Cl)cc2)c(=O)n(-c2ccccc2)n1C	-21%	5%	i	-4	0.0%	8%	2%	0%	7%
COc1cccc(N2C(=O)CC(Sc3nc(C)cc(C)n3)C2=O)c1 (stereo not given)	-6%	-11%	i	33	0.2%	-7%	3%	-2%	0%
COc1ccc(CCNC(=O)c2cccnc2Cl)cc1OC	.	?	i	12	-0.5%	0%	-13%	4%	7%
CC(C)[C@H](NC(=O)OC(C)(C)C)C(=O)N1CCC(C(=O)N[C@@H](C)C(=O)Nc2ccc(F)cc2)CC1	.	5%	i	-9	-0.8%	-9%	-1%	-3%	-12%
CCCOc1ccc(/C=N/NC(=O)c2ccc3c(c2)OCO3)c(OCCC)c1	-1%	2%	i	21	-0.4%	4%	6%	?	-4%
CCOc1c(/C=C(\C#N)C(N)=O)c2ccccc2n1CC	1%	-12%	?	10	0.4%[9.22 µM]	?	-1%	?	-29%
CC(=O)c1cccc(NC(=O)N2CCCCCC2)c1	8%	-3%	i	8	0.2%	9%	-2%	-8%	-12%
COc1ccc(NC(=O)CCN2CCN(c3ccccc3F)CC2)c(OC)c1	-6%	-1%	i	32	-0.2%	-4%	1%	5%	-15%
O=C(O)c1ccc(N2C(=O)c3[nH]nc(-c4ccccc4)c3C2c2cccc(F)c2)cc1 (stereo not given)	-1%	3%	i	.	-0.9%	-1%	-19%	.	-8%
O=C(Nc1cc(N2CCOCC2)ncn1)c1ccc(F)cc1	?	9%	i	-20	-0.2%	7%	-9%	-4%	-27%
Cc1ccc(C(=O)Nc2nnc(S(=O)(=O)N(C)Cc3ccc(F)cc3)s2)cc1	.	0%	.	.	0.2%	?	0%	.	-25%
